From PubChem
Lipid storage S3 = qHTS Assay for Lipid Storage Modulators in Drosophila S3 Cells | Drosophila S3 cells, BODIPY lipid droplet fluorescence, 18-24 h; cells fed with added oleic acid | Potency in µM for hits, for the others lipid storage change, negative = inhibition, % at the top dose, mostly 46.1 µM | actives 0.64% (n = 320,000) | AID 2685; active means well fitted inhibition curve with a large enough effect in the signal ratio, with a control signal flat, not every such curve was filed as active; inconclusive means small, poorly fitted or top-dose-only effect, or effect the other way, or a change in a side signal; the % refers to the signal ratio
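Drosophila S3 cells got compounds at several concentrations plus oleic acid (400 uM solution). Laser-scanning cytometry with 488 nm excitation read lipid droplets at 500-530 nm and cells at 575-640 nm. Percent activity was relative to 20 uM Triacsin C.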
Lipid storage S3 cell count max = second read-out of Lipid storage S3, no call of its own (marks repeat the call); cell number change, %; measured here: cell count max response;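 cells counted by Cell Tracker Red CMTPX staining in the red channel; peak over a dose series mostly up to 46.1 µM; percent activity relative to internal control wells on each plate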
Numbers without * were called inactive; i = inactive; ? = inconclusive; . = not tested or not shown; [ ] = another dose, or the depositor's remark. On the % scale 0 is the no-effect control and ±100 the full control effect; potency means the concentration at half of the fitted maximal effect. These rows are one share of the data (hit frequency here may not be typical).

SMILES	Lipid storage S3	Lipid storage S3 cell count max
CSc1ccccc1C(=O)NC1CCSc2ccccc21 (stereo not drawn)	?	.
Cc1ccc(C)c(N2CCN(S(=O)(=O)c3ccc4c(c3)OCCO4)CC2)c1	i	.
O=C(COC(=O)/C=C/c1c(F)cccc1Cl)NCC1CCCO1 (stereo not drawn)	?	.
Cc1ccc(C)n1-c1cccc(NC(=O)c2ccccc2)c1	?	.
CCCCN(C(C)=O)C1CC(=O)N(c2ccc(OCCC)cc2)C1=O (stereo not drawn)	?	.
CCOC(=O)COc1ccc2ccccc2c1/C=C/[N+](=O)[O-]	?	.
O=C(Nc1cc(C(F)(F)F)ccc1N1CCOCC1)c1c(F)c(F)c(F)c(F)c1F	?	.
CC1(C)CC(=O)CC(=Nc2ccc3[nH]c(=O)[nH]c3c2)C1	?	.
O=C(Nc1ccccc1C(=O)N1CCOCC1)c1cc2ccccc2o1	?	.
CCn1cc(/C=C(\NC(=O)c2ccc(OC)cc2)C(=O)N2CCN(C)CC2)c2ccccc21	i	16.6
O=C(Nc1cc(Cl)ccc1N1CCOCC1)c1cc2ccccc2o1	?	.
COCCn1c(C)c(C)c2c(NCCc3ccccc3)ncnc21	?	.
COc1ccc(C2=NS(=O)(=O)N(C)C(C(=O)N3CCOCC3)=C2)cc1OC	?	.
COc1cccc(NC(=O)CNC(=O)c2ccc(OC)c(OC)c2)c1	i	.
CN(C)S(=O)(=O)c1ccc(Cl)c(NC(=O)C2CCN(S(=O)(=O)c3cccs3)CC2)c1	-25.7%	8.3
CC(C)CC(=O)NC(=S)Nc1ccc(N2CCN(C(=O)c3cccs3)CC2)cc1	?	.
O=C(Cn1cc(SCc2ccc(F)cc2)c2ccccc21)N1CCOCC1	?	.
COc1ccc(C(=O)Nc2ccc(NC(=O)c3ccccc3)cc2)cc1S(=O)(=O)N1CCOCC1	i	-14.1
O=C1c2ccccc2NC(c2ccc(O)cc2)N1Cc1ccco1 (stereo not drawn)	?	.
CN(Cc1ccccc1)S(=O)(=O)c1ccc(N2CCCC2=O)cc1	?	.
CCc1ccccc1NC(=O)CCC(=O)N1CCSc2ccccc21	-20.8%	-10.1
CC(C)Cc1nnc(NS(=O)(=O)Cc2ccccc2)s1	i	.
CCOC(=O)C1CCN(c2cc(C)nc3ccc(OC)cc23)CC1	?	.
CC(C)CC(=O)N1CC(=O)Nc2ccc(F)cc2C1c1ccccc1 (stereo not drawn)	?	.
O=C(CSc1nnc2ccccn12)Nc1cccc(-c2nc3ccccc3s2)c1	?	.

Grouped by structure: those above with two or more sulfur atoms
SMILES	Lipid storage S3	Lipid storage S3 cell count max
CSc1ccccc1C(=O)NC1CCSc2ccccc21 (stereo not drawn)	?	.
CN(C)S(=O)(=O)c1ccc(Cl)c(NC(=O)C2CCN(S(=O)(=O)c3cccs3)CC2)c1	-25.7%	8.3
CC(C)CC(=O)NC(=S)Nc1ccc(N2CCN(C(=O)c3cccs3)CC2)cc1	?	.
CC(C)Cc1nnc(NS(=O)(=O)Cc2ccccc2)s1	i	.
O=C(CSc1nnc2ccccn12)Nc1cccc(-c2nc3ccccc3s2)c1	?	.

Grouped by structure, those above with an aryl methoxy group.
SMILES	Lipid storage S3	Lipid storage S3 cell count max
CCn1cc(/C=C(\NC(=O)c2ccc(OC)cc2)C(=O)N2CCN(C)CC2)c2ccccc21	i	16.6
COc1ccc(C2=NS(=O)(=O)N(C)C(C(=O)N3CCOCC3)=C2)cc1OC	?	.
COc1cccc(NC(=O)CNC(=O)c2ccc(OC)c(OC)c2)c1	i	.
COc1ccc(C(=O)Nc2ccc(NC(=O)c3ccccc3)cc2)cc1S(=O)(=O)N1CCOCC1	i	-14.1
CCOC(=O)C1CCN(c2cc(C)nc3ccc(OC)cc23)CC1	?	.

Further compounds follow:
SMILES	Lipid storage S3	Lipid storage S3 cell count max
O=C(COC(=O)COc1ccc2c(c1)CCC2)Nc1ccccc1	3.2%	-5.4
CCn1cc([N+](=O)[O-])c(C(=O)N2N=C(c3cccc4ccccc34)CC2c2ccccc2O)n1 (stereo not drawn)	?	.
O=C1Nc2ccccc2C1(O)Cc1ccccn1 (stereo not drawn)	-6.0%	-9.4
C=CCc1cc(/C=C/c2nc(O)c([N+](=O)[O-])c(=O)[nH]2)cc(OC)c1O	?	.
COc1ccc2[nH]c(=O)c(CN(C(=O)c3ccco3)C3CCCCC3)cc2c1	1.6%	-8.1
Cc1ccc(N(Cc2ccccc2)C(=O)c2ccc(F)cc2)cc1	?	.
O=C(O)CNC(=S)NCc1ccccc1	?	.
COc1ccc([N+](=O)[O-])cc1N(CC(=O)Nc1ccccc1C(=O)NC(C)C)S(C)(=O)=O	?	.
COc1ccccc1CCNC(=O)c1nc(-c2cccs2)no1	?	.
CC1(C)CC(N2CCN(CCO)CC2)=CC(=S)N1	-4.9%	.
CCc1nc(SCC(=O)Nc2ccc(N(C)C)cc2)n[nH]1	?	.
Cc1ccc(S(=O)(=O)/N=C/c2c(O)ccc3ccccc23)cc1	i	11.3
CCCNC(=O)c1ccccc1NC(=O)Nc1ccccc1C	?	.
CCc1ccc[n+](-c2[nH]c(=O)sc2/C=N/NC([S-])=Nc2ccccc2)c1	-4.0%	-16.1
Cc1ccccc1NC(=S)NCCSc1ccc(Cl)cc1	4.0%	0.0
CC1CC(C)CN(C(=O)CSc2nnc(-c3ccc(Cl)cc3)o2)C1 (stereo not drawn)	?	.
Cc1nnc(NC(=O)CSc2nnc(CC(=O)Nc3ccccc3Cl)n2C)s1	?	.
CC(C)NC(=O)c1ccc(Cl)cc1Cl	4.8%	8.3
Cc1sc2nc(CSCC(=O)Nc3ccc(C(F)(F)F)cc3)[nH]c(=O)c2c1C	7.6%	-13.8
CCOc1nc(-c2ccccc2)c2cc(C)ccc2n1	?	.
O=C(Cn1cnc2ccccc2c1=O)Nc1ccc2c(c1)OCO2	?	.
Oc1ccccc1C(=S)N1CCN(C(=S)c2ccccc2O)CC1	-3.2%	-2.4
O=C(c1c[nH]c2ccccc2c1=O)N1CCCCCC1	9.2%	5.3
Cc1ccc(S(=O)(=O)N2CCSC2c2ccco2)cc1 (stereo not drawn)	?	.
Cc1ccc(C2C(C(=O)c3cccs3)=C(O)C(=O)N2c2cccc(C)n2)cc1 (stereo not drawn)	?	.
The results go on:
SMILES	Lipid storage S3	Lipid storage S3 cell count max
COc1ccc(NC(=O)CCc2nnc3ccc(N4CCC(C)CC4)nn23)cc1OC	i	-16.1
c1ccc(-n2ncc3c(NCCN4CCOCC4)ncnc32)cc1	?	.
COc1ccccc1CNC(=O)CN(Cc1ccc(Cl)cc1)S(C)(=O)=O	?	.
CC(=O)Nc1ccc(S(=O)(=O)N2CCN(c3cc4c(cc3[N+](=O)[O-])n(C)c(=O)n4C)CC2)cc1	?	.
Cc1cccc(OCCCn2c(=O)oc3ccc(C)cc32)c1	1.1%	4.7
O/N=C1\CC/C(=N\O)c2nn(-c3ccc(Cl)cc3Cl)nc21	8.6%	-10.4
COC(=O)c1ccccc1NC(=O)COC(C)=O	1.9%	-12.4
COc1ccc(Cl)cc1-c1nc(SCC(=O)NCC2CCCO2)n[nH]1 (stereo not drawn)	0.4%	15.8
O=[N+]([O-])c1cc2oc3c(c2c(C=NCc2ccncc2)c1O)CCCC3	?	.
O=C(Cn1cnc2cc([N+](=O)[O-])ccc2c1=O)Nc1ccccc1-c1ccccc1	6.0%	15.0
C=CCN(c1ccccc1)S(=O)(=O)c1cccc(C(=O)NNC(=O)c2ccccc2O)c1	?	.
COC(=O)CCC(=O)OC1(C)C(=O)C2=COC(c3ccc(OC)cc3)=CC2=C(Br)C1=O (stereo not drawn)	-5.9%	-18.9
Cc1ccc(C)c(S(=O)(=O)NC2CCS(=O)(=O)C2)c1 (stereo not drawn)	?	.
Cc1occc1C(=O)NNC(=S)Nc1cccc([N+](=O)[O-])c1	?	.
N/C(=N/O)c1nc(N2CCCCC2)nc(N2CCCCC2)n1	?	.
COc1ccc(/C=N/NC(=O)c2c(C)nc3ccc(Br)cn23)cc1OC	?	.
CC(C)(C)C1CCC(=NNc2nc3ccccc3[nH]2)CC1 (stereo not drawn)	?	.
COc1ccc(C(CNC(=O)CSc2ccc(Br)cc2)N2CCOCC2)cc1 (stereo not drawn)	26.3%	23.4
Cc1ccc(NC2=CC(=O)CC(c3ccccc3)C2)cc1 (stereo not drawn)	?	.
COCCNC(=O)C1CCN(C(=O)C2CC(=O)N(c3ccc(C)cc3)C2)CC1 (stereo not drawn)	-21.8%	3.4
COc1ccc(-c2nc(-c3ccncc3)no2)cc1OC	?	.
O=C(COC(=O)CCc1ccc(S(=O)(=O)N2CCOCC2)cc1)NCc1ccccc1Cl	-9.4%	-0.1
O=C(NCC1(N2CCOCC2)CCCCC1)c1cccc(S(=O)(=O)Nc2ccc(F)cc2)c1	?	.
COc1cc2c(cc1OC)-c1cc(Nc3cccc(C)c3)nc(=O)n1CC2	-6.2%	0.0
COc1ccccc1CNC(=O)Cn1cnc2ccccc2c1=O	?	.

One compound at a time (already shown).
COc1ccccc1CNC(=O)Cn1cnc2ccccc2c1=O is listed as Lipid storage S3 = ?; Lipid storage S3 cell count max = .
O=C(Cn1cnc2cc([N+](=O)[O-])ccc2c1=O)Nc1ccccc1-c1ccccc1 is listed as Lipid storage S3 = 6.0%; Lipid storage S3 cell count max = 15.0

The listing continues.
SMILES	Lipid storage S3	Lipid storage S3 cell count max
COc1ccc(NC(=O)Cn2nnc(C(=O)Nc3ccc(F)c(Cl)c3)c2N)cc1	i	-7.4
CC1(C)CNC(=O)c2sc(N3CCOCC3)nc2C1	?	.
C=CCOc1ccc2ccccc2c1CNn1c(C)n[nH]c1=S	i	.
O=C(NC(=S)NCC1CCCO1)c1ccco1 (stereo not drawn)	?	.
COC(=O)C(=CC(=CN(C)C)C=C(C(=O)OC)C(=O)OC)C(=O)OC	?	.
NC(=O)c1nsc(C(=O)N(c2cccc(F)c2)C(C(=O)NC2CCCC2)c2ccco2)c1N (stereo not drawn)	?	.
O=C(CSc1nc(O)c(Cc2ccccc2)c(=O)[nH]1)Nc1ccccc1	?	.
CCOC(=O)C1CCN(c2c(NCCCN(C)C3CCCCC3)c(=O)c2=O)CC1	-13.6%	-2.4
CN(C)c1cccc(NC(=O)c2ccco2)c1	?	.
COc1ccccc1NC(=O)c1c(N=Cc2cccc([N+](=O)[O-])c2)cnn1C	?	.
CCOc1ccc(C(O)c2nccn2C)cc1 (stereo not drawn)	-18.6%	.
COc1ccc(C(=O)N/C(=C/c2cccs2)C(=O)NC(C)(C)C)cc1OC	14.1%	5.4
Cc1noc(NS(=O)(=O)c2ccc(NC(=O)Nc3ccc(Cl)c(Cl)c3)cc2)c1C	i	-13.6
Cc1ccc(Nc2nc(Cl)nc(NC3CCCCC3)n2)cc1	?	.
Cc1cccc(CCNC(=O)CCc2nc(-c3ccccc3F)no2)c1	?	.
CSc1nnc(Cn2c(=O)sc3ccccc32)n1CCc1ccccc1	10.9%	21.2
CC1CCN(CCC(=O)Nc2ccc(Cl)cc2)CC1	15.4%	14.6
Cc1ccc2nc(/C(C#N)=C/c3ccc(-c4ccccc4C(=O)O)o3)[nH]c2c1	?	.
CNCC[C@H](Oc1cccc2ccccc12)c1cccs1	-0.1%	-1.1
Cc1c(C(=O)Nc2ccc(S(=O)(=O)Nc3ncccn3)cc2)oc2ccc(Cl)cc12	?	.
CC(=O)c1cccc(NC(=O)N2CC(C)OC(C)C2)c1 (stereo not drawn)	i	-10.4
COC(=O)Cc1[nH]c(Cl)nc1C(N)=O	-11.4%	2.1
O=C(OCc1ccc([N+](=O)[O-])cc1)C1CC(=O)N(CCc2ccccc2)C1 (stereo not drawn)	-18.1%[0.0737 µM]	.
COc1ccccc1NC(=O)COC(=O)c1c[nH]c2ccccc12	?	.
CCCC(=O)NC(c1ccccc1Cl)c1c(O)ccc2ccccc12 (stereo not drawn)	19.3%	-23.8
(listing goes on)
SMILES	Lipid storage S3	Lipid storage S3 cell count max
CN(C)C(=O)c1ccc(Nc2nc(-c3cccs3)nc3ccccc23)cc1	?	.
COc1cccc(C2/C(=C(/O)c3cnn(-c4ccccc4)c3C)C(=O)C(=O)N2CCN(C)C)c1OC (stereo not drawn)	?	.
CNC(=O)CSc1nc2sccc2c(=O)n1-c1ccccc1	-27.3%	7.1
Cc1ccc(NC(=S)N2CCN(C3CCCCC3)CC2)cc1	?	.
NC(=O)C1CCN(CCC(=O)Nc2ccc3c(c2)CCC3)CC1	1.6%	3.2
N#CCSc1nc2ccccc2c(=O)n1-c1ccccc1	?	.
Cc1ccc(CC(=O)N2CCN(C(=O)c3ccco3)CC2)cc1	?	.
Cc1ccc(-n2cc(-c3ccccc3)c3c(N4CCN(C)CC4)ncnc32)cc1	4.2%	-19.7
CCN(CC)CCn1c(=N)n(CCO)c2ccccc21	3.26µM*	-11.1*
CCn1cc(C(=O)N[C@@H](C)C(=O)NCCCO)c(=O)c2cc3c(cc21)OCO3	6.4%	12.6
O=C(NCc1ccco1)c1cc(S(=O)(=O)N2CCOCC2)ccc1Cl	4.7%	-11.4
COc1cccc(-c2cccc(NC(=O)C3CCN(C4CCOCC4)CC3)c2)c1	?	.
COc1ccc(CN2CCNC(=O)C2CC(=O)NCc2cnn(C)c2)cc1OC (stereo not drawn)	4.7%	12.4
Cc1nc(CC(=O)Nc2nc(-c3ccccc3)cs2)cs1	i	-5.3
Cc1cc(C)n2nc(SCC(=O)NC3CCCCC3)nc2n1	?	.
CCCc1cc(=O)n2[nH]c(NCc3ccc(OC)c(OC)c3)nc2n1	?	.
Fc1ccc(Cn2cnc3ccccc32)cc1	?	.
CC(NC(=O)c1ccc2c(=O)n3c(nc2c1)CCCCC3)c1ccccc1 (stereo not drawn)	?	.
